Screening data: PubChem BioAssay, National Center for Advancing Translational Sciences (NCATS)
EPAC2 ag = qHTS for Agonist of cAMP-regulated guanine nucleotide exchange factor 4 (EPAC2): primary screen. EPAC2 activation, biochemical qHTS; response scale: 100% = 6.5 mM cAMP response. Potency, µM (top dose mostly 154 µM), without a hit: at the highest dose activation, hits mostly activators. Rap guanine nucleotide exchange factor 4 (Homo sapiens), Q8WZA2. 360,000 compounds, 0.079% hits; also: potency is read from the fitted curve at half-maximal effect; nearly all actives have a fitted effect of over 50% in size
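Compounds were titrated in qHTS against a Rap1B-BODIPY-GDP (250 nM) complex with EPAC2 (100 nM) and GDP (50 uM). BODIPY-GDP release tracked at 480/540 nm over 30 min at room temperature, normalized to 6.5 mM cAMP.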
EPAC2 antagonist = qHTS for Antagonist of cAMP-regulated guanine nucleotide exchange factor 2 (EPAC2): primary screen | EPAC2 GEF exchange of Rap1B-BODIPY-GDP, fluorescence | Rap guanine nucleotide exchange factor 4 (Homo sapiens), Q8WZA2 | Potency, µM (titrated, usually from 114 µM), for inactives: top-dose activity, negative = inhibition, hits mostly inhibitors | 360,000 compounds, 0.18% hits; also: potency is read from the fitted curve at half-maximal effect; % is scaled to controls: 0 for no effect and ±100 for the full control effect; nearly all actives have a fitted effect of over 45% in size; many of its hits are not listed in these tables
TDP-43 yeast inh = qHTS of TDP-43 Inhibitors; TDP-43 expressing yeast growth rescue, BacTiter-Glo, 24 h; Potency, µM (doses to about 46.1 µM), inactives show at the top dose growth rescue (activation), actives largely listed as activators; 410,000 compounds, 1.8% hits; AID 652104, 2013; also: potency is read from the fitted curve at half-maximal effect; % of control where 0% means no effect; nearly all actives have a fitted effect of over 50% in size
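Yeast expressing TDP-43 (pregrown in raffinose, seeded at OD600=0.02 in galactose medium) exposed to compounds 24 hr at 30 deg C. Growth read by BacTiter-Glo luminescence; rescue of toxicity appears as increased signal.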
Abeta rescue = qHTS for compounds that reverse cellular toxicity of Amyloid beta (A-beta) peptide in yeast: Primary Screen | yeast expressing A-beta42, growth rescue, OD600, 48 h; response scale: 0% DMSO, 100% iron-clioquinol control | Potency, µM (top dose mostly 46.1 µM), inactives show at the highest dose growth rescue, usual class: activators | 410,000 compounds, 0.063% hits | AID 1347071, 2019; also: potency is read from the fitted curve at half-maximal effect; nearly all actives have a fitted effect of over 55% in size
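Yeast growth medium received pinned compounds, then yeast cells expressing toxic A-beta were added; plates incubated at 30 C for 48 hr. Growth read as absorbance at 600 nm, normalized to DMSO and equimolar FeCl3 plus clioquinol controls.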
aSyn rescue = qHTS of alpha-syn Inhibitors; Yeast expressing alpha-synuclein, growth rescue, BacTiter-Glo, 24 h; Potency, µM (highest dose often 46.1 µM), inactives show at the top dose growth rescue (activation), usual class: activators; 370,000 compounds, 0.14% hits; AID 652106, 2013; also: potency is read from the fitted curve at half-maximal effect; % of control where 0% means no effect; nearly all actives have a fitted effect of over 65% in size
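Rescue of yeast growth: cells expressing toxic alpha-synuclein, induced in galactose at OD600 0.02, incubated with compound 24 h at 30 C. ATP luminescence quantified growth; inhibitors of toxicity appear as activators.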
FUS yeast rescue = qHTS for Suppressors of FUS Proteinopathy: Primary screen using FUS-linked yeast assay. S. cerevisiae FUS-expressing, growth rescue, OD600, 24 h. Potency, µM (titrated, usually from 76.6 µM), for the others: at the top dose growth rescue (activation), usual class: activators. 390,000 compounds, 0.24% hits. AID 1347120, 2019;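 also: potency is read from the fitted curve at half-maximal effect; plate controls were DMSO vehicle for no effect and reference control for full effect; nearly all actives have a fitted effect of over 55% in size; some results filed as inactive show a strong effect at the top dose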
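Read-out: OD at 600 nm after 24hr at 30C, reporting rescue of FUS-induced yeast toxicity. Cells at OD 0.005 in galactose (2%) minimal medium; compounds tested in a dilution series; CP55940 titration from 92uM final as control.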
DRD3 antagonist = qHTS of D3 Dopamine Receptor Antagonist: qHTS | D3R cells, DiscoveRx beta-arrestin luminescence, antagonist mode; stronger effect = lower value | max response, negative = inhibition, % | 360,000 compounds, 2.5% hits; in the data active = max response below about -50%; inconclusive = no clear call, values can overlap the other calls; also: % is scaled to controls: 0 for no effect and ±100 for the full control effect; mostly tested at two doses, the higher about 12 µM
Target sequence (P35462 whole entry, looked up): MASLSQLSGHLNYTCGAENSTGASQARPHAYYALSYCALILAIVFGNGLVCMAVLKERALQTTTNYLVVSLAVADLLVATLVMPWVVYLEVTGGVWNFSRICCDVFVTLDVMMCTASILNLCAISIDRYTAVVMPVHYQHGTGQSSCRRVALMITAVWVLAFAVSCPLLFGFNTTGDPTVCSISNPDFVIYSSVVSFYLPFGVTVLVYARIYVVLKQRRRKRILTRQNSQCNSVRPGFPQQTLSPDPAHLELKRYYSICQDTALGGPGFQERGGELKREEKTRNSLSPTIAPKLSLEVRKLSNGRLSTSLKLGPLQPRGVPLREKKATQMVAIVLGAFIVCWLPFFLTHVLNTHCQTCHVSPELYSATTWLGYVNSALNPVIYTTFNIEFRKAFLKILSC
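Cells plated overnight at 1500 cells/well, then exposed to library compounds with dopamine controls for 90 minutes at 37 degrees C. DiscoveRx reagent added for 30–60 minutes at room temperature; luminescence read, quantitative HTS format.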
D3 ag = qHTS of D3 Dopamine Receptor Agonist: qHTS. D(3) dopamine receptor (Homo sapiens), P35462. 410,000 compounds, 0.58% hits. D3R DiscoveRx beta-arrestin cells, luminescence, 90 min. max activation, %; in the data active = max activation above about 30%; also: 0% is about no effect; mostly tested at two doses, the higher about 12 µM
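Cells at 1500/well, incubated overnight, then treated with pinned compounds (dopamine as control) for 90 min at 37 degrees C. DiscoveRx reagent added for 30 - 60 minutes at room temperature; luminescence read.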
Active calls of the source: *; ? = inconclusive; . = not tested or not shown; [ ] = dose if it differs, or a comment. Unless noted, calls follow the shape of the dose curve; as a rule, active = well fitted curve in the direction sought with a large enough effect; inconclusive = small, poorly fitted or top-dose-only effect, or another doubt; inactive = no such curve, though single readings can be large; an effect the other way counts as inactive or inconclusive. Only part of the results is shown; count on the stated rates, not on these rows.

SMILES | EPAC2 ag | EPAC2 antagonist | TDP-43 yeast inh | Abeta rescue | aSyn rescue | FUS yeast rescue | DRD3 antagonist | D3 ag
C[C@H](CO)N1C[C@H](C)[C@@H](CN(C)S(=O)(=O)c2ccc(F)cc2)Oc2c(NC(=O)Nc3ccc(C(F)(F)F)cc3)cccc2C1=O | -9.5% | -2.8% | 13.1% | -3.6% | 4.2% | ? | 1.1 | 8.9
CCc1ccc(/C=C2/SC(=S)N(CC(=O)Nc3nc4ccccc4s3)C2=O)cc1 | -1.1% | 0.2% | 10.1% | 24.6% | 1.8% | 10.7% | ? | 0.3
Cc1ccc(-c2noc(-c3nnn(-c4ccc(Br)cc4F)c3C)n2)cc1 | . | . | 4.0% | -2.5% | . | -11.6% | . | 2.4
COCCNC(=O)C(C)Oc1ccc(Cl)cc1Cl (stereo not given) | -14.5% | 11.3% | 22.3% | 5.1% | -6.6% | 3.9% | 2.9 | -0.4
CCC(=O)Nc1cccc(NC(=S)NC(=O)c2ccccc2C)c1 | 18.3% | -14.3% | 9.1% | 5.1% | -5.1% | -27.3% | -19.0 | -8.0
Cc1ccc(C)c(S(=O)(=O)N2CCN(C(=O)c3ccccn3)CC2)c1 | 3.9% | 4.0% | 2.0% | 11.1% | -5.1% | -21.6% | -1.2 | -7.7
COCCSc1nnc(NC(=O)CS(=O)(=O)c2ccccc2)s1 | 2.9% | 9.3% | -7.7% | -2.3% | -8.6% | 14.0% | -6.0 | 1.2
COc1cccc2cc(-c3nnc(Nc4c(F)cccc4F)s3)c(=O)oc12 | . | . | 0.0%[9.22 µM] | -4.4% | . | -26.4% | . | 2.4
CC(C)CCC1(C)NC(=O)N(CC(=O)c2ccc[nH]2)C1=O (stereo not given) | 28.1% | 3.3% | 0.0% | -3.4% | 0.7% | 38.9% | 3.5 | 1.8
COc1cc(C(=O)N2CCCCCCC2)ccc1OC1CCN(C(C)=O)CC1 | 13.8% | 1.0% | 14.5% | 15.9% | -4.3% | 13.2% | 3.1 | 2.3
COc1ccccc1CNC(=O)COC(=O)c1cccc(S(=O)(=O)N2CCCCC2)c1 | 3.3% | -6.9% | 9.2% | 4.9% | -12.7% | 9.9% | -29.1 | 0.1
O=C(Nc1ccc(Br)cc1)c1ccc(CSC2=NCCS2)cc1 | -2.3% | -10.6% | -3.3% | -14.8% | -12.0% | 8.3% | 0.7 | -4.5
Oc1ccccc1-c1nnco1 | 11.0% | -1.6% | 19.2% | 6.2% | -7.4% | . | 7.8 | -8.1
O=C(NCCCN1CCOCC1)C1COc2ccccc2O1 (stereo not given) | 6.7% | -5.2% | -13.1% | -7.7% | -0.5% | 1.3% | 2.2 | -7.3
O=C(O)c1ccc(OCc2cn3ccccc3n2)cc1 | 7.9% | 13.8% | 7.9% | 8.6% | -2.4% | -2.8% | 0.5 | -5.0
COc1cccc(CNC(=O)Cn2c(=O)cc(C(F)(F)F)c3c(C)nn(C)c32)c1OC | . | . | 22.5% | -3.2% | . | 16.1% | . | 3.2
CNC(=O)c1ccc(-c2cc3onc(-c4ccccc4)c3c(=O)n2C)cc1 | -0.6% | 4.0% | 0.0% | -19.6% | -18.7% | -5.2% | 50.2 | 5.4
COc1cccc(/C=C(\CC(=O)O)c2nc3ccccc3s2)c1 | 3.3% | -7.5% | -11.2%[0.397 µM] | -6.5% | -44.5%[inhibitor] | 22.8% | -1.4 | -3.8
CCOc1ncccc1C(=O)Nc1ccc(C(=O)Nc2ccc(OC)cc2)cc1 | -3.4% | 1.3% | 11.4% | -4.2% | -5.4% | -15.6% | 3.4 | 4.9
CCOC(=O)c1ccc(Nc2ncnc3ccccc23)cc1 | 0.3% | 5.1% | 9.2% | 1.3% | -10.9% | -7.4% | -5.8 | 0.7
CCC(C)NC(=S)Nc1ccccc1OC (stereo not given) | 9.5% | -10.6% | 11.9% | 2.3% | -0.6% | . | 16.8 | 0.6
Cc1cc(N/C(=N\S(=O)(=O)c2ccc(F)cc2F)c2ccccc2)no1 | 3.6% | 3.1% | -8.8% | -17.6% | 3.5% | 13.6% | 15.2 | 7.1
COC(=O)C(NC(=O)C(CC(C)C)NC(=O)C1CCC(C)CC1)C(C)C (stereo not given) | -12.6% | -2.3% | -0.9% | -1.8% | 8.4% | -12.7% | 8.5 | -0.2
CC(=O)Oc1oc(-c2ccccc2)nc1C=Nc1ccccc1 | -2.1% | 0.6% | -86.0%[inhibitor] | -22.6% | -11.3% | . | -13.8 | -2.0
N#Cc1ccc(NC(=O)NN2CCCCCC2)cc1 | 9.9% | -3.3% | 18.6% | 12.8% | 1.1% | 11.3% | -12.2 | -3.9

Following part
SMILES | EPAC2 ag | EPAC2 antagonist | TDP-43 yeast inh | Abeta rescue | aSyn rescue | FUS yeast rescue | DRD3 antagonist | D3 ag
N#CC(=Cc1ccc(O)cc1)C(N)=C(C#N)C#N | 0.5% | 0.0% | 8.7% | -17.2% | -8.8% | -26.7% | 0.0 | -20.1
N#CCCSc1ccccc1NC(=O)c1cc(=O)c2ccccc2o1 | 12.7% | -1.7% | 18.2% | -14.2% | -5.2% | -17.2% | 2.4 | -2.9
OCCCNCc1ccc(-c2ccccc2)cc1 | 3.8% | 0.9% | -3.4% | -10.2% | 0.3% | 9.7% | -13.3 | -9.9
Nc1ncncc1-c1ccc([N+](=O)[O-])cc1 | 4.5% | 2.2% | -18.0% | 2.9% | -21.1% | 4.3% | 3.5 | -3.5
COc1ccccc1C(=O)Nc1sc2c(c1C(=O)NCc1ccco1)CCCC2 | -1.0% | -2.4% | 14.9% | -11.4% | 3.5% | 21.1% | 5.8 | 2.0
CCOC(=O)c1nnc(-c2ccc(C)cc2)nc1Sc1ccc(Cl)cc1 | -3.1% | -5.1% | 15.0% | -4.0% | -3.2% | . | -15.5 | 2.2
COCCNC(=O)c1c[nH]c2ccc(S(=O)(=O)N(C)c3ccc(C)c(C)c3)cc2c1=O | 11.5% | -7.3% | -11.4% | -9.0% | -6.6% | -17.2% | 36.9 | 10.2
CC(=O)O[C@H]1[C@H](C)OC=C[C@@H]1OC(C)=O | 2.6% | 3.7% | 3.3% | -3.1% | 6.8% | -28.2% | -12.8 | 2.8
CCC(C)NC(=O)C1CCN(S(=O)(=O)N2CCC3(CC2)OCCO3)CC1 (stereo not given) | -3.5% | 13.0% | 7.7% | -8.0% | -0.9% | -8.7% | 22.9 | 0.1
O=C(NC1CCSc2ccccc21)c1ccccc1Cl (stereo not given) | 6.5% | -7.8% | ? | 4.8% | 0.6% | -0.3% | 1.8 | 6.4
O=C(COc1ccccc1F)Nc1nnc(SCc2cc(=O)n3ccccc3n2)s1 | . | . | 24.7% | 1.1% | . | -7.1% | . | 0.7
CNS(=O)(=O)c1cc(-c2nnc(Nc3cc(C)ccc3C)c3ccccc23)ccc1C | . | . | -1.1% | -19.0% | . | 15.0% | . | -10.8
CCOc1ccc(-c2cc(C(=O)NN=C3CCN(C)CC3)[nH]n2)cc1 | 2.9% | -27.7% | -6.1% | -28.6% | -10.0% | 15.1% | -8.5 | 4.5
COc1cccc2sc(N(CCCN(C)C)C(=O)COc3ccc(Cl)cc3)nc12 | 2.6% | -5.8% | 7.2% | 7.5% | -4.5% | 20.1% | -3.6 | 1.7
N#CCCSCc1ccc(OCC(=O)O)cc1 | 7.3% | -1.0% | 9.7% | 22.8% | 0.7% | 8.3% | -5.5 | 0.0
Cc1cc(-c2ccc(C(=O)O)s2)cnc1N | 11.1% | -2.4%[57.1 µM] | 10.3% | 3.3% | -0.4% | -26.8% | -0.2 | -0.3
CC(=O)NC(Cc1ccc(F)cc1)C(=O)NC1CCN(S(=O)(=O)c2ccccc2)CC1 (stereo not given) | 10.5% | -3.8% | -4.4% | -0.7% | -6.9% | 19.4% | -2.2 | -6.7
Cc1[nH]nc2c(=S)[nH]c(=O)[nH]c12 | 4.7% | 4.7% | 14.4% | -7.8% | -9.3% | -14.6% | -12.5 | -4.6
O=C(O)COc1ccccc1/C=N/NC(=O)CSc1nnc(SCc2ccccc2)s1 | 4.8% | -11.6% | -4.0% | 8.7% | 2.1% | -22.5% | -11.7 | 4.8
NC(=O)c1cc([N+](=O)[O-])ccc1NCc1ccc(O)cc1 | 2.3% | 23.5% | 0.6% | -14.6% | -0.8% | -18.3% | ? | -13.5
N#Cc1c2n(c3c(=O)n(Cc4ccc(Cl)cc4)cnc13)CCCC2 | 12.9% | -6.2% | 25.3% | -3.9% | 13.4% | 3.0% | 3.6 | -7.5
CC(C)(C)C1CCC(OCC(O)CN2CCN(c3ccccc3)CC2)CC1 (stereo not given) | -2.7% | 14.6% | 25.1% | -4.8% | -3.8% | -6.8% | -20.1 | 58.7*
O=C(CC1C(=O)NCCN1Cc1ccc(-c2ccccc2)cc1)NCc1ccccc1 (stereo not given) | -1.5% | ? | 0.7% | 4.1% | 0.9% | 28.2% | 10.6 | 7.4
CNC(=S)N1N=C(c2cccs2)CC1c1ccc(F)cc1 (stereo not given) | 2.9% | -11.7% | 10µM* | 18.7% | 10.2% | 47.5% | -3.9 | 19.4
Cc1ccc(NC(=O)C2CCCN(S(=O)(=O)c3c(C)noc3C)C2)nc1 (stereo not given) | 5.6% | -1.5% | -5.5% | -11.2% | -6.6% | 5.0% | 4.5 | -1.4
O=C(CSc1nnnn1-c1ccccc1)CC(=O)Nc1ccc(Cl)cc1 | -5.7% | -4.3% | 5.4% | -11.1% | -5.8% | ? | 7.1 | 0.2
